core dimer inh – inhibitors of HCV core protein dimerization, primary screen, biochemical, TR-FRET, high-throughput. TR-FRET GST/Flag-core106 dimerization, 1536-well. inhibition, % at 5 µM. 300,000 tested, 0.33% active. AID 1899, 2009;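 active = inhibition above the mean of all tested compounds plus 3 SD, set per screening campaign, cut at about 45% in these data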
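Assay system – GST-tagged and Flag-tagged HCV core protein residues 1-106 · Quantity – core106 proteins, GST 13.5 nM and Flag 17 nM · Benchmarks – unlabelled core106 and no-GST-core106 wells · Read-out basis – percent inhibition of core106 dimerization signal · Detection – time-resolved FRET, ex 340 nm, em 617 and 671 nm · Schedule – 4 h at 22.5 °C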
PP5 primary – PP5 phosphatase inhibitors, primary screen, biochemical, fluorescence; inhibition, % at 6.7 µM; 320,000 tested, 0.18% active; Serine/threonine-protein phosphatase 5 (Homo sapiens), P53041; purified PP5c, OMFP substrate fluorescence;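 active = inhibition above the campaign's mean inhibition across all tested compounds plus 3 SD, cut at about 9.5% in these data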;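 note: 0% = DMSO only and 100% = 100 µM cantharidin control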
JMJD2C inh – inhibitors of GASC-1 histone demethylase, primary screen, biochemical, fluorescence, DELFIA europium; inhibition, % at 2.35 µM; AID 2099, 2009; GST-JMJD2C(1-420) H3K9me3 demethylation; 330,000 tested, 0.069% active; Lysine-specific demethylase 4C (Homo sapiens), Q9H3R0;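 active = more than half of a compound's replicate wells show inhibition beyond 50%, single wells judged on their own value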;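 note: signal counts dimethyl H3K9 product captured on neutravidin plate; 0% = median of DMSO wells and 100% = 0.3 times that DMSO median; strong numbers were not always called active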
Target sequence (Q9H3R0 1-420 limits assumed): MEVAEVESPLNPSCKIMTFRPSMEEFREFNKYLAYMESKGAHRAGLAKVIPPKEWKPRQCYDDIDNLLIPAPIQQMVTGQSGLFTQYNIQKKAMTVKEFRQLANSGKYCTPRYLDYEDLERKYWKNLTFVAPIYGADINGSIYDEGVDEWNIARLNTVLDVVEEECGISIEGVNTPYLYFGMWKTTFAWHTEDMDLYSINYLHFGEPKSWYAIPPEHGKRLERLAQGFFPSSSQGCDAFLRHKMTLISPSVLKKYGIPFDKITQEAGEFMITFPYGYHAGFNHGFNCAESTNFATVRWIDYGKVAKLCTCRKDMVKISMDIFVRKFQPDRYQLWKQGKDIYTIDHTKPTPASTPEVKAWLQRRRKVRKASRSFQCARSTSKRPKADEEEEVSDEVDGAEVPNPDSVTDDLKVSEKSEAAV
ZTA DNA inh – blocks Epstein-Barr virus ZTA, an EBNA-1 counter-screen; P03206; ZTA-DNA binding, fluorescence polarization; inhibition, % at 11 µM; 320,000 tested, 0.15% active; AID 2234; in the data active = inhibition above about 33%
Target sequence (P03206 whole entry, looked up): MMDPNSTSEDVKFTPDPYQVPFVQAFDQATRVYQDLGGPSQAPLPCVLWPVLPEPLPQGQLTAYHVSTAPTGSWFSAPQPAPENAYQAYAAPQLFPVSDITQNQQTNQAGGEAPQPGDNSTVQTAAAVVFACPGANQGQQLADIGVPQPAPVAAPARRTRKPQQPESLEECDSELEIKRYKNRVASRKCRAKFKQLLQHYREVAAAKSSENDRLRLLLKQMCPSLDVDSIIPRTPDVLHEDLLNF
EBNA-1 inh – EBNA-1 DNA-binding inhibitors, primary screen, biochemical, fluorescence polarization | 300,000 tested, 0.34% active | inhibition, % at 14.8 µM | AID 1950, 2009; in the data active = inhibition above about 28%
TPT1 inh – Candida albicans TPT1 enzyme inhibitors, primary screen, biochemical, fluorescence polarization; recombinant caTPT1, FP RNA substrate dephosphorylation; tRNA 2'-phosphotransferase TPT1 (Candida albicans SC5314); 300,000 tested, 0.81% active; inhibition, % at 5 µM;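 active = inhibition above the mean of all tested compounds plus 3 SD, set per screening campaign, cut at about 24% in these data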;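 note: plate controls were DMSO alone for no effect and ferristatin control at 100 nM for full effect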
CTSL1 counter – Fasciola hepatica cathepsin L1 inhibitors, primary screen, counter-screen for PFM18AAP inhibitor project, biochemical, QFRET, fluorogenic peptide substrate; recombinant F. hepatica cathepsin L1, Z-Leu-Arg-MCA fluorescence; inhibition, % at 5.96 µM; 300,000 tested, 0.49% active;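 active = inhibition above the mean of all tested compounds plus 3 SD, set per screening campaign, cut at about 17% in these data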;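 note: 0% = plate median of test compound wells and 100% = 1 µM Z-Phe-Ala-diazomethylketone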
Yeast superoxide – reduction of superoxide in aged yeast, primary screen, HTS. S. cerevisiae aged cells, superoxide DHE fluorescence; hits give low values. superoxide response (% of plate mean), % at 10 µM. 330,000 tested, 0.18% active. AID 2690, 2010;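 active = superoxide response under a set limit, about three screen SD below normal, cut at about 65% in these data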;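 note: yeast aged for seven days with compound at 30 °C before DHE staining; 100% = average MFI of all compound-treated wells on the plate with controls excluded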
PP1 counter – PP1-alpha phosphatase inhibitors, primary screen, counter-screen for PP5 inhibitor project, biochemical, fluorescence, OMFP substrate, single point; Serine/threonine-protein phosphatase PP1-alpha catalytic subunit (Homo sapiens), P62136; purified PP1alpha; inhibition, % at 6.7 µM; 320,000 tested, 0.9% active;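 active = inhibition above the mean inhibition of all tested compounds plus 3 SD, computed separately for each screening campaign, cut at about 15% in these data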
Target sequence (P62136 whole entry, looked up): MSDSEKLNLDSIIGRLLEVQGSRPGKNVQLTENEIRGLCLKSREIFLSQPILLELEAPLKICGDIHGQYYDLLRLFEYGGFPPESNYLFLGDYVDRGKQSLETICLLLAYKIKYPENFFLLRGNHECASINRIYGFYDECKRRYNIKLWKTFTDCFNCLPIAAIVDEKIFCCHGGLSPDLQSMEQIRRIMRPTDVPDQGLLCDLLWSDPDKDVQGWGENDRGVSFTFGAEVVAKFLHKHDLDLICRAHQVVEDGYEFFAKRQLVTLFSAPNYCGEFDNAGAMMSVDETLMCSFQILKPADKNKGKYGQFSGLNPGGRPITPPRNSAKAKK
Numbers without * were called inactive; x = no result given. Rows were taken by chance, and some 3.1% of all compounds hit somewhere here.

Sample of the layout:
SMILES | core dimer inh | PP5 primary | JMJD2C inh | ZTA DNA inh | EBNA-1 inh | TPT1 inh | CTSL1 counter | Yeast superoxide | PP1 counter
Cc1nn(CC(=O)Nc2ccc(S(N)(=O)=O)cc2)c(=O)c2ccccc12 | -4 | -3.5 | -25 | -3 | -3 | -4 | 1 | 110 | 2
CCn1c(N2CCN(CC(=O)c3c(C)n(C)c4ccc(OC)cc34)CC2)nc2c1c(=O)[nH]c(=O)n2C | -2 | 2.0 | 1 | -15 | -5 | -2 | -5 | 100 | -3
COCCNC(=O)c1c[nH]c2ccc(S(=O)(=O)N(C)c3ccc(C)c(C)c3)cc2c1=O | -13 | 4.7 | -6 | -9 | -10 | -5 | 7 | 85 | 7
OC1(C2(O)CC(c3ccccc3)ON2)CCCCC1 (stereo not drawn) | 1 | 1.4 | 16 | 6 | 1 | 2 | 2 | 95 | 1
CC(=O)c1sc(=S)n(-c2ccc(Cl)cc2)c1C | -4 | 3.0 | 15 | -8 | 0 | -2 | 1 | 87 | -3
O=C(c1cccc(NS(=O)(=O)c2ccccc2)c1)N1CCCC1 | -13 | -0.5 | x | -14 | 1 | -2 | -3 | 103 | -2
Cc1cc2nn(-c3ccc(F)cc3)nc2cc1N | 1 | 1.5 | 5 | -15 | 7 | 1 | -2 | 113 | -2
CCOC(=O)C1C(c2ccccc2O)NC(=O)NC1(O)C(F)(F)F (stereo not drawn) | 6 | -1.5 | 5 | 3 | -4 | -3 | 3 | 111 | -3
Cc1cccc(OC(=O)c2cn(C)nc2C(F)(F)F)c1C | 1 | 4.2 | -6 | -13 | -14 | -2 | 0 | 93 | 4
COc1ccc(/C=N/NC(=S)Nc2ccccc2)cc1 | 1 | 1.2 | -4 | -6 | 2 | -1 | 2 | 85 | 0
CN(C)CCNC(=O)C(=O)C1C(=O)Nc2ccccc21 (stereo not drawn) | -3 | -2.1 | -2 | 6 | 7 | 0 | 6 | 98 | -6

This part in full, from the first entry:
SMILES | core dimer inh | PP5 primary | JMJD2C inh | ZTA DNA inh | EBNA-1 inh | TPT1 inh | CTSL1 counter | Yeast superoxide | PP1 counter
Cc1nn(CC(=O)Nc2ccc(S(N)(=O)=O)cc2)c(=O)c2ccccc12 | -4 | -3.5 | -25 | -3 | -3 | -4 | 1 | 110 | 2
CCn1c(N2CCN(CC(=O)c3c(C)n(C)c4ccc(OC)cc34)CC2)nc2c1c(=O)[nH]c(=O)n2C | -2 | 2.0 | 1 | -15 | -5 | -2 | -5 | 100 | -3
COCCNC(=O)c1c[nH]c2ccc(S(=O)(=O)N(C)c3ccc(C)c(C)c3)cc2c1=O | -13 | 4.7 | -6 | -9 | -10 | -5 | 7 | 85 | 7
OC1(C2(O)CC(c3ccccc3)ON2)CCCCC1 (stereo not drawn) | 1 | 1.4 | 16 | 6 | 1 | 2 | 2 | 95 | 1
CC(=O)c1sc(=S)n(-c2ccc(Cl)cc2)c1C | -4 | 3.0 | 15 | -8 | 0 | -2 | 1 | 87 | -3
O=C(c1cccc(NS(=O)(=O)c2ccccc2)c1)N1CCCC1 | -13 | -0.5 | x | -14 | 1 | -2 | -3 | 103 | -2
Cc1cc2nn(-c3ccc(F)cc3)nc2cc1N | 1 | 1.5 | 5 | -15 | 7 | 1 | -2 | 113 | -2
CCOC(=O)C1C(c2ccccc2O)NC(=O)NC1(O)C(F)(F)F (stereo not drawn) | 6 | -1.5 | 5 | 3 | -4 | -3 | 3 | 111 | -3
Cc1cccc(OC(=O)c2cn(C)nc2C(F)(F)F)c1C | 1 | 4.2 | -6 | -13 | -14 | -2 | 0 | 93 | 4
COc1ccc(/C=N/NC(=S)Nc2ccccc2)cc1 | 1 | 1.2 | -4 | -6 | 2 | -1 | 2 | 85 | 0
CN(C)CCNC(=O)C(=O)C1C(=O)Nc2ccccc21 (stereo not drawn) | -3 | -2.1 | -2 | 6 | 7 | 0 | 6 | 98 | -6
c1cncc(-c2nn[nH]n2)c1 | 1 | -0.7 | 106 | 15 | 2 | 0 | 0 | 100 | -2
COc1cc([N+](=O)[O-])ccc1NC(=O)CCN1C(=O)C2C3CCC(C3)C2C1=O (stereo not drawn) | 8 | -1.6 | 11 | 13 | 8 | -3 | 1 | 102 | -3
Cn1c(SCCS(=O)(=O)c2ccc(Cl)cc2)nnc1-c1ccccc1 | -3 | -2.2 | -6 | -11 | -6 | -3 | -1 | 94 | -3
CCOC(=O)c1cnc2nc(SCc3ccccc3Cl)[nH]n2c1=O | 4 | -2.2 | -11 | -19 | -9 | 2 | 6 | 107 | 0
O=C(CN1CCOCC1)N1CCCc2ccccc21 | 3 | 3.0 | 7 | 8 | -1 | -4 | 2 | 93 | -3
CCCCN(C(=O)CN1CCOCC1)c1c(N)n(CC(C)C)c(=O)[nH]c1=O | 1 | -1.1 | -1 | 14 | 4 | -4 | -2 | 117 | -1
COc1ccccc1NC(=O)C1CCN(c2ncnc3c2nc2n3CCCCC2)CC1 | -7 | 1.4 | 4 | -4 | -16 | -3 | -6 | 113 | -8
CCc1ccc(N(C(=O)c2csnn2)C(C(=O)NC2CCCC2)c2cccnc2)cc1 (stereo not drawn) | -2 | 2.3 | 5 | 5 | -7 | -2 | -3 | 105 | 1
Cc1ccc(C)c(NS(=O)(=O)c2c(C)nn(C)c2C)c1 | 2 | 0.4 | -6 | -1 | 1 | 1 | -1 | 103 | -1
CCN(CC)CCNc1ncnc2c1sc1nc(N3CCOCC3)c3c(c12)CCCC3 | -4 | 0.8 | -5 | 6 | 6 | -2 | 0 | 103 | 0
CN1c2ccccc2N(C)C1(C)c1ccccc1 | -14 | 0.0 | -4 | 3 | 2 | -21 | -1 | 113 | 0
O=C(NCc1cccs1)C1CC(=O)N(c2ccccc2)C1 (stereo not drawn) | -4 | -0.9 | 5 | 13 | -4 | -1 | -2 | 108 | 2
O=C(Nc1ccc(Cl)cc1)N(Cc1cccs1)Cc1cccs1 | 9 | 1.3 | -4 | 5 | 2 | 0 | 5 | 93 | 12
Cn1cc(Cl)c(C(=O)NNC(=S)NC2CCCCC2)n1 | -7 | -1.4 | -5 | 8 | 9 | 1 | 0 | 100 | -2
COc1ccc(N2CCN(C(=O)c3cccc(NC4=NC5CS(=O)(=O)CC5S4)c3)CC2)cc1 (stereo not drawn) | -1 | 0.1 | 11 | -4 | 0 | -1 | -3 | 92 | 1
CCOC(=O)C(C(=O)OCC)C(Nc1cccc(Br)c1)c1ccccc1 (stereo not drawn) | -1 | 1.2 | 5 | 3 | 2 | 0 | 2 | 93 | 1
O=C(c1cc(COc2ccc(F)cc2Cl)on1)N1CCCCC1c1cccnc1 (stereo not drawn) | -4 | 4.0 | -21 | 4 | -19 | 2 | 1 | 105 | 2
Cc1ccc(C(=O)N2CCN(S(=O)(=O)c3ccccc3C#N)CC2)cc1S(=O)(=O)N1CCOCC1 | x | 0.9 | x | 9 | x | x | x | 96 | -3
COc1ccc(CN(C)CC(=O)N(C)CC(=O)Nc2ccccc2Br)cc1F | x | -0.4 | 1 | -14 | x | x | x | 96 | -6
CCOC(=O)N1CCC(NC(=O)c2cn(-c3ccc(OC)cc3)c(=O)c3ccccc23)CC1 | 4 | -0.1 | 7 | 2 | 8 | -2 | 4 | 93 | -6
COc1ccc(C2=NCC(CSc3nnc(-c4ccc5c(c4)OCO5)o3)S2)cc1 (stereo not drawn) | 5 | 2.2 | 38 | 15 | 12 | 2 | 0 | 102 | 4
COC(=O)c1cccnc1-n1c(=O)c2cccnc2n(CC(=O)Nc2ccc(Br)cc2)c1=O | -4 | 2.5 | 12 | -6 | -1 | -3 | 1 | 89 | -2
CCS(=O)(=O)c1ccc2oc(Nc3ccc(C(C)C)cc3)nc2c1 | 4 | 2.8 | -3 | -2 | 0 | -5 | 2 | 110 | 3
COc1ccccc1NS(=O)(=O)c1ccc(C)c(C(=O)NCC(c2ccco2)N2CCCCC2)c1 (stereo not drawn) | 4 | 0.5 | 8 | -5 | 27 | -3 | 2 | 111 | -3
Cc1cc(C)n(-c2ccc(C(=O)Nc3ccc(C)c(S(=O)(=O)N(C)C)c3)cc2)n1 | 2 | 3.3 | -3 | -5 | -7 | 1 | -2 | 103 | 2
COCCOc1ccc(C(F)(F)F)cc1NC(=O)c1ccccc1 | 1 | 0.8 | -4 | -5 | -3 | -1 | 0 | 98 | -5
O=C(Nc1cccnc1)c1ccc(Br)c(S(=O)(=O)N2CCCC2)c1 | -17 | 4.0 | -4 | 8 | 0 | -2 | -2 | 92 | -2
Cc1ccc(S(=O)(=O)CCC(=O)Nc2ccc(F)cc2)cc1 | 3 | 0.4 | 2 | 11 | 7 | -1 | -1 | 100 | -2
Cc1cc(C)c(S(=O)(=O)c2ccccc2Cl)c(=O)[nH]1 | 2 | 1.3 | 3 | -7 | -4 | -2 | 1 | 102 | 0
COCCNC(=S)c1ccc(Br)cc1 | -1 | -1.4 | 3 | 16 | 7 | -2 | -3 | 108 | 3
Nc1ccc(N2CCOCC2)c(Cl)c1 | 2 | -1.4 | 0 | 8 | 4 | -2 | 1 | 85 | -4
CNC(=O)c1ccc(N(Cc2ccccc2C)S(C)(=O)=O)cc1 | 0 | 1.8 | 15 | 5 | 1 | -2 | 1 | 100 | 8
Cc1ccc(S(=O)(=O)N2CCOCC2)cc1C(=O)OCC(=O)c1ccc(Br)cc1 | x | 2.9 | 7 | -6 | x | x | x | 118 | 11
CC(=O)Nc1cccc(NC(=O)C2CCN(C(=O)c3ccco3)CC2)c1 | -3 | 1.1 | 0 | 12 | 6 | -3 | -2 | 85 | 4
CCCCCn1c(CN2CCN(Cc3ccccc3)CC2)nc2c1c(=O)n(C)c(=O)n2C | 6 | 1.9 | 0 | -6 | -6 | -1 | 4 | 104 | -3
Nc1nc(SCC(=O)Nc2ccc3c(c2)OCO3)n[nH]1 | 2 | -0.3 | 3 | -6 | -15 | 41* | -11 | 114 | -4
Cc1ccc(-c2nc3c4ccccc4ccn3c2CN2CCCCC2)cc1 | 4 | 1.3 | 0 | 9 | -1 | 1 | -2 | 92 | 0
CCCCOc1cccc(/C=N/NC(=O)c2csc(C)c2C)c1 | 6 | 4.2 | -3 | -1 | -12 | -2 | -1 | 103 | 2
